Compound activity deposited in PubChem by Broad Institute.
C2C12 statin: protects C2C12 myotubes from simvastatin toxicity; 330,000 compounds, 0.78% hits; ATP luminescence, 48 h; scaled: DMSO 0, geranylgeraniol control 100; AID 602340; rescue of ATP level, % at 7.49 µM;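 active = mean ATP rescue above about 67%, or every replicate alone reaching that limit, limit read from the data, passing the limit was not always enough; inconclusive = no clear call, values can overlap the other calls; inactive = mean under the limit and some replicate under it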;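 also: myotubes were challenged with 10 µM simvastatin during compound exposure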
miR122 inh: inhibitors of miR-122 in Huh7 cells | Huh7 miR-122 Renilla luciferase sensor, 48 h; neutral wells = 0, positive control = 100 | activation (reporter increase), % at 12.5 µM | AID 602342 | 340,000 compounds, 0.3% hits;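 active = mean replicate activation score at least 90 and every replicate individually at or above 90; inconclusive = only one of the two criteria met; inactive = neither criterion met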;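 also: higher luciferase means less miR-122 activity so hits act as miR-122 inhibitors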
ARNT TACC3 PPI: ARNT/TACC3 interaction disruption | Q9Y6A5 | AlphaScreen His-ARNT PAS-B/GST-TACC3 binding, luminescence; TACC3 fragment carries E629A point mutation | inhibition, % at 9.99 µM | 390,000 compounds, 0.66% hits;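 active = mean inhibition of replicates at least 50% and at least half of replicates each reaching 50%; inconclusive = half or more replicates reach 50% but mean below 50%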;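 also: 0% = complete ARNT plus TACC3 wells and 100% = ARNT alone without TACC3; many hits fall short of the cut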
esBAF inh: SWI/SNF esBAF complex inhibition; mouse ES cells, Bmi1-luciferase knock-in reporter, 24 h; 100% = twice the neutral-well signal; reporter increase, % at 12.5 µM; 350,000 compounds, 2% hits; AID 602393; in the data active = activation above about 40%; inconclusive = no clear call, values can overlap the other calls;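 also: 0% = median of the plate's neutral control wells and 100% = double that signal; a rise in the Bmi1 reporter signal indicates esBAF inhibition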
ERp5 block: inhibitors of human ERp5; 350,000 compounds, 0.05% hits; AID 651711; inhibition, % at 9.99 µM; ERp5 insulin aggregation, absorbance 650 nm, 90 min; Q15084;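 active = mean replicate inhibition above about 25%, with every replicate also reaching it, limit read from the data, passing the limit was not always enough; inconclusive = only one of those two criteria met; inactive = neither criterion met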
Target sequence (Q15084 whole entry, looked up): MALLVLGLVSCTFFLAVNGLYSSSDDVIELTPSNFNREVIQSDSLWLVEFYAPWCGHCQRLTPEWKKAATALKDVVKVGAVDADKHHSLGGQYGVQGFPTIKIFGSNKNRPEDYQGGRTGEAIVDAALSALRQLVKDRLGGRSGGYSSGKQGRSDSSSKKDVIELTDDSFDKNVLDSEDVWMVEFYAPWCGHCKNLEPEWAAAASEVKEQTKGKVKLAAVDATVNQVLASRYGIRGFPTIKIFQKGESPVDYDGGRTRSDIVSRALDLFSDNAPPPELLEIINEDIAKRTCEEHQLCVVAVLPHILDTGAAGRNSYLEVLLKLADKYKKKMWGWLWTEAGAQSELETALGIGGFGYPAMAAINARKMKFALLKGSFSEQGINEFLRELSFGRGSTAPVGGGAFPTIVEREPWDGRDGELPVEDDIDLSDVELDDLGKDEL
SIRT5 block: inhibitors of human sirtuin-5 desuccinylase | Q9NXA8 | Purified SirT5, succinyl-peptide AMC, trypsin-coupled fluorescence | inhibition, % at 15 µM | 330,000 compounds, 1.1% hits; in the data active = inhibition above about 15%; inconclusive = no clear call, values can overlap the other calls
Target sequence (Q9NXA8 whole entry, looked up): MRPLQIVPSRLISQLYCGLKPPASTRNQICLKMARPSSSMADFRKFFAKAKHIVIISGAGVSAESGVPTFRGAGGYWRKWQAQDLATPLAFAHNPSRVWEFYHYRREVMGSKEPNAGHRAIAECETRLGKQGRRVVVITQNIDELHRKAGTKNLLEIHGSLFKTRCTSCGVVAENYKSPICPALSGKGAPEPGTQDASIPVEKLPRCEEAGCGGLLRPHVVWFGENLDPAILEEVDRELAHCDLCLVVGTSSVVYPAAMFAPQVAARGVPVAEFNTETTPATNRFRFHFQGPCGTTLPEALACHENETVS
Cneo AK release: Cryptococcus neoformans lysis via adenylate kinase release; C. neoformans lysis, adenylate kinase release luminescence, 4 h; normalised: neutral wells 0, clomiphene wells 100; lysis activity, % at 15 µM; 360,000 compounds, 0.2% hits;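 active = mean lysis activity across replicates of at least 80%, whatever share of replicates individually reach that level; inactive = mean lysis activity below 80%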
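Assay system: log-phase C. neoformans yeast / Quantity: yeast cell density of 5 × 10^6 cells/mL / Medium: fresh YPD growth medium / Compound: single dose / Timing: static 4 h at 37 °C with compound, 1 h detection / Measured by: adenylate kinase release luminescence / Read-out: lysis from increased AK signal / Benchmarks: Clomiphene as positive lysis control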
The depositor's hits bear a star; ? = inconclusive; nt = no result given; [ ] = dose if it differs, or a comment. Compounds as they come; about 4% have a hit in one of these screens.

SMILES | C2C12 statin | miR122 inh | ARNT TACC3 PPI | esBAF inh | ERp5 block | SIRT5 block | Cneo AK release
Cc1ccsc1C(=O)Nc1ccc2c(c1)OCCO2 | nt | 0 | -8 | nt | nt | nt | -9
CCOC(=O)Oc1c(OC)cc(C(=O)O[C@@H]2C[C@@H]3CN4CCc5c([nH]c6cc(OC)ccc56)[C@H]4C[C@@H]3[C@H](C(=O)OC)[C@H]2OC)cc1OC | -1 | -4 | 0 | -4 | ? | -7 | -2
CCOC(=O)C1(Cc2cccc(Cl)c2)CCCN(CCO)C1 (stereo not drawn) | -5 | 0 | -5 | 0 | 5 | -6 | 2
C[C@@H]1CN([C@H](C)CO)C(=O)c2cc(NC(=O)Nc3ccc(F)cc3)ccc2O[C@@H]1CN(C)S(=O)(=O)c1ccc(Cl)cc1 | -19 | 50[16.7 µM] | 43 | -1 | 0 | 8 | 2
COc1ccc(-c2oc3ncnc(NCCCN4CCOCC4)c3c2-c2ccc(OC)cc2)cc1 | -43 | -38 | -3 | -12 | nt | nt | -1
Cc1ccc(S(=O)(=O)N(C)C[C@H]2OCCCC[C@@H](C)Oc3ccc(NC(=O)CCCN(C)C)cc3C(=O)N([C@@H](C)CO)C[C@H]2C)cc1 | nt | -3[16.7 µM] | -2 | -8 | -2 | -3 | -2
CC1CC(C)(C)CC2(C1)NC(=O)N(CC(=O)Nc1ccc3c(c1)OCO3)C2=O (stereo not drawn) | -18 | 1 | nt | -6 | 3 | nt | 0
Cc1ccc(C(O)c2ncc(-c3cccc(C(F)(F)F)c3)[nH]2)c(C)c1 (stereo not drawn) | -3 | 12 | nt | 10 | 1 | 0 | 0
CC(C)c1cn(CC[C@@H]2CC[C@H](NC(=O)C3CCC3)[C@@H](CO)O2)nn1 | 2 | nt | -3 | 1 | 1 | 0 | -1
CCCc1nc(SCC(=O)N2CCCc3ccccc32)c2c(=O)n(C)c(=O)n(C)c2n1 | 1 | 0 | 4 | 3 | nt | nt | 1
O=C(Cn1ncc2c1-c1ccccc1OC2)Nc1cccc(Cl)c1 | -11 | -5 | -7 | -4 | 1 | 0 | 1
CO[C@H]1CN(C)C(=O)c2ccc(NC(=O)C3CCC3)cc2OC[C@@H](C)N(Cc2cccnc2)C[C@H]1C | -4 | 5[16.7 µM] | -16 | -1 | -6 | -1 | 50
CC(C)=CCc1c2c(c3occ(-c4ccc(O)cc4)c(=O)c3c1O)C=CC(C)(C)O2 | 2 | -1 | -14 | 4 | -2 | nt | -1
C[C@@H]1CN([C@H](C)CO)C(=O)Cc2cc(NC(=O)C3CCCCC3)ccc2O[C@@H]1CN(C)Cc1ccc(Cl)c(Cl)c1 | 43 | -25[16.7 µM] | nt | -8 | 9 | 6 | -3
COc1ccc(S(=O)(=O)N2CCC(C(=O)N[C@@H](C)C(=O)NCc3cccc(OC)c3)CC2)cc1 | -5 | 2 | -1 | 0 | -3 | 4 | 3
NS(=O)(=O)c1ccc(CNC(=O)c2scc3c2CCCC3)cc1 | 5 | -4 | 1 | 3 | 0 | 1 | -3
Cc1nc(C(=O)NCCC(C)C)sc1C1(C)CC(c2ccccc2)=NO1 (stereo not drawn) | 11 | 3 | -14 | -10 | -8 | nt | 0
CC(C)Oc1cccc(C(=O)NC(=S)Nc2ccc(N3CCN(C)CC3)cc2)c1 | 4 | 12 | 21 | 1 | -5 | -1 | -6
CC1CCc2c(sc3ncn4c(SCC(=O)NCc5ccco5)nnc4c23)C1 (stereo not drawn) | -20 | 0 | -10 | -8 | -2 | 1 | -1
O=C(c1ccc(N2CCN(C3CC(=O)N(Cc4cccs4)C3=O)CC2)cc1)c1cccnc1 (stereo not drawn) | nt | 8 | -6 | nt | 2 | 2 | 3

Copied from the list.
In C2C12 statin, Cc1ccc(C(O)c2ncc(-c3cccc(C(F)(F)F)c3)[nH]2)c(C)c1 (stereo not drawn) is entered as -3
In ERp5 block, Cc1ccc(S(=O)(=O)N(C)C[C@H]2OCCCC[C@@H](C)Oc3ccc(NC(=O)CCCN(C)C)cc3C(=O)N([C@@H](C)CO)C[C@H]2C)cc1 is entered as -2

Next part:
SMILES | C2C12 statin | miR122 inh | ARNT TACC3 PPI | esBAF inh | ERp5 block | SIRT5 block | Cneo AK release
COc1ccccc1C(=O)NNC(=S)NC(=O)c1cccs1 | 12 | 7 | 13 | -32 | -1 | 2 | -5
CCc1nnc(NC(=O)CN2C(=O)CCC2=O)s1 | nt | 5 | -2 | nt | nt | nt | 1
C[C@@H]1CN([C@@H](C)CO)C(=O)c2cc(NS(=O)(=O)c3cccs3)ccc2O[C@@H]1CN(C)C(=O)Nc1ccc(C(F)(F)F)cc1 | 48 | 0[16.7 µM] | 1 | -3 | nt | 5 | -1
CC1=NN(C(=O)CCc2ccc3c(c2)OCO3)C(O)(C(F)(F)F)C1 (stereo not drawn) | nt | nt | -6 | nt | -1 | -2 | nt
O=S(=O)(NC1CCN(S(=O)(=O)c2ccc3c(c2)OCCO3)C1)c1c(F)cccc1F (stereo not drawn) | -3 | nt | -2 | 3 | -1 | nt | 0
CCN(CC)C(=O)C(Oc1ccc(S(=O)(=O)N2CCCC2)cc1[N+](=O)[O-])c1ccccc1 (stereo not drawn) | 5 | 5 | 9 | 1 | 3 | 3 | 2
COc1ccc(CCCN2CCC(CN3CCNC(=O)C3=O)CC2)cc1OC | 1 | -2 | -7 | -7 | -3 | -1 | 1
Cc1ccc(C(C)C)c(OCCN)c1 | -11 | 2 | 2 | -2 | 2 | -2 | 4
Cc1cc(C)cc(NC(=O)N2CCC(c3nc4ccccc4o3)CC2)c1 | 6 | -7 | 22 | -7 | nt | nt | nt
CCC(=O)Nc1ccc2c(c1)OC[C@@H](C)N(Cc1ccccc1F)C[C@@H](C)[C@H](OC)CN(C)C2=O | 11 | 0[16.7 µM] | -4 | 7 | 2 | 8 | 2
Cc1noc(C)c1NC(=O)N[C@@H]1C=C[C@@H](CC(=O)NCc2ccc(Cl)c(Cl)c2)O[C@@H]1CO | 2 | nt | -20 | 3 | 1 | 13 | 0
O=C(CN(C(=O)c1csnn1)c1ccc(Cl)cc1)NC1CCCC1 | -1 | nt | -2 | 4 | -2 | -3 | -2
O=C(COC(=O)c1cc(Cl)ccc1O)NNC(=O)c1ccccc1F | 10 | 8 | -8 | 3 | -6 | nt | 0
COC(=O)c1ccccc1NC(=O)CCCCCn1nnc2ccccc2c1=O | 1 | nt | -1 | -1 | 0 | -1 | -2
O=C(COC(=O)c1cccs1)Nc1ccc(F)c(F)c1 | 5 | nt | nt | -5 | nt | -6 | -2
N/C(=N\OC(=O)c1ccc(Cl)cc1)c1ccc(Cl)cc1 | -4 | 3 | -6 | 10 | nt | nt | 0
CC(C)NC(=S)N1CCn2c(nc3ccccc32)C1 | 3 | 116* | -2 | 2 | -8 | -1 | -1
CC(=O)N1[C@@H]2Cn3c(ccc(C4=CCCC4)c3=O)[C@H]1[C@@H](C(=O)N[C@H](C)c1ccccc1)[C@@H]2CO | -14 | -5[16.7 µM] | 7 | -2 | 11 | -22 | 4
CC1CCc2[nH]c3ccc(C(=O)NCCCOC(C)C)cc3c2C1 (stereo not drawn) | nt | nt | 2 | nt | 3 | 0 | nt
O=c1[nH]c(CN2CCN(S(=O)(=O)/C=C/c3ccccc3)CC2)nc2ccccc12 | -3 | -3 | -5 | -1 | 4 | 16* | 1
NNC(=O)CNS(=O)(=O)c1ccc([N+](=O)[O-])cc1 | nt | nt | -3 | nt | -7 | 2 | nt
CC(=O)Nc1ccc(-c2csc(NC(=O)C3CSC4(C)CCC(=O)N34)n2)cc1 (stereo not drawn) | -13 | 0 | -4 | 13 | 0 | -3 | 2
COCCN(C(=O)COC(=O)C1(C)CC1(Cl)Cl)c1c(N)n(Cc2ccccc2)c(=O)[nH]c1=O (stereo not drawn) | 8 | -4 | 1 | 0 | 2 | -3 | -1
O=C1c2ccccc2C(=O)N1CCC(c1ccc(F)cc1)c1ccco1 (stereo not drawn) | 77* | -5 | 13 | 2 | nt | nt | -3
NS(=O)(=O)c1ccc(-c2ccc(/C=C3\SC(=S)N(C4CCS(=O)(=O)C4)C3=O)o2)cc1 (stereo not drawn) | nt | nt | -2 | nt | 1 | 15 | nt
CC(C)N1CCc2c(sc(NC(=O)c3ccc(C(=O)c4ccccc4)cc3)c2C(N)=O)C1 | -15 | -11 | 6 | -13 | -6 | -3 | 4
COc1cc(CNCC(O)c2ccccc2)ccc1OCc1ccc(Cl)nc1 (stereo not drawn) | 30 | nt | -1 | 4 | nt | nt | -5
COc1cccc(C(=O)Nc2ccc(C(=O)O)cc2)c1 | -4 | 113* | 13 | -4 | nt | nt | 2
COc1cc(/C=C/c2nc3ccccc3c(=O)[nH]2)ccc1OC(F)F | -3 | -6 | -3 | 56* | -2 | -16 | -3
COc1ccc(-c2cc(C(=O)N3CCCCCC3)no2)cc1 | -26 | 7 | 0 | -9 | -2 | 1 | -2
Cc1ccc(S(=O)(=O)CCC(=O)c2ccc(F)cc2)cc1 | 2 | nt | -3 | -1 | 7 | -1 | 1
COC(=O)c1ccc2c(c1)NC(=O)C(N1CCOCC1)S2 (stereo not drawn) | -10 | 1 | -2 | -4 | nt | nt | -3
COc1ccc(S(=O)(=O)Nc2ccc3c(c2)CC(=O)N([C@H](C)CO)C[C@@H](C)[C@@H](CN(C)C)O3)cc1 | -9 | 2[16.7 µM] | 19 | 0 | 7 | -1 | 0
CC(C)NC(=O)Nc1ccc2c(c1)C(=O)N([C@H](C)CO)C[C@@H](C)[C@H](CN(C)S(=O)(=O)c1cccs1)OCCCC[C@H](C)O2 | nt | 6[16.7 µM] | -6 | -2 | -1 | 0 | -2
CN(C)CCCNc1nc2cc(-c3cnn(C)c3)sc2c(=O)n1C | 1 | -7 | nt | -3 | 3 | -1 | 2
CO[C@@H](CN(C)S(=O)(=O)c1cccc(Cl)c1)[C@H](C)CN([C@@H](C)CO)S(=O)(=O)c1cccc(Cl)c1 | -12 | nt | -1 | 1 | 0 | 0 | 54
COc1cc(Cl)c(C)cc1NC(=O)CNC(=O)Cn1cnc2ccccc2c1=O | 2 | -1 | -5 | -6 | nt | nt | 2
O=C(O)c1ccc(O)cc1O | -1 | 1 | nt | -2 | -3 | nt | -1
COc1ccc(S(=O)(=O)Nc2ccc3c(c2)C(=O)N([C@H](C)CO)C[C@H](C)[C@H](CN(C)Cc2ccc4c(c2)OCO4)O3)cc1 | 6 | 1[16.7 µM] | 13 | -7 | -1 | 16* | 51
CCOC(=O)Nc1ccc(C(=O)Oc2ccccc2)c(O)c1 | -3 | -1 | -3 | 24 | 1 | -3 | 0

Grouped by structure: those above with a COOH group.
SMILES | C2C12 statin | miR122 inh | ARNT TACC3 PPI | esBAF inh | ERp5 block | SIRT5 block | Cneo AK release
COc1cccc(C(=O)Nc2ccc(C(=O)O)cc2)c1 | -4 | 113* | 13 | -4 | nt | nt | 2
O=C(O)c1ccc(O)cc1O | -1 | 1 | nt | -2 | -3 | nt | -1

(listing goes on)
SMILES | C2C12 statin | miR122 inh | ARNT TACC3 PPI | esBAF inh | ERp5 block | SIRT5 block | Cneo AK release
Cc1cccc(NC(=O)c2cccc(OC(=S)N3CCOCC3)c2)c1C | 19 | -7 | 2 | 26 | 8 | -1 | 8
CCOc1ccc(C(=O)CCC(=O)NNC(=O)CCN2CCN(c3ccccc3)CC2)cc1 | 0 | -5 | 1 | -5 | 2 | -12 | 1
O=C(N/N=C/c1ccc(O)c([N+](=O)[O-])c1)c1ccncc1 | -9 | 0 | 27 | -4 | 2 | 4 | nt
C[C@H](CO)N1C[C@H](C)[C@@H](CN(C)Cc2ccncc2)Oc2ncc(C#CC3CCCC3)cc2C1=O | -42 | -8[16.7 µM] | -2 | 0 | 4 | -2 | 18
